# Source: PubChem BioAssay
# F508del corr = F508del CFTR correction, initial screen, CFBE line, single point; 0.36% of 350,000 active; CFBE cells, YFP halide quenching; stimulated with forskolin plus potentiator P3; % fluorescence drop versus neutral controls; activity (quench increase), % at 7.58 µM;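 active = mean added fluorescence quench of at least 8% versus neutral control, with both replicates also reaching 8%; inconclusive = only one of the mean or replicate conditions met; inactive = mean below 8% and not both replicates reaching 8%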;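 note: cells transiently co-express mutant CFTR-F508del with the halide-sensitive YFP; corrector assay measuring rescue of mutant channel to the surface after 24 h compound exposure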
# FN deposition inh = inhibitors of fibronectin matrix deposition, primary screen, AH1F cells, Alexa488-fibronectin fluorescence, plate reader | AH1F fibroblasts, overnight | inhibition, % at 12.6 µM | 0.086% of 350,000 active | AID 743247, 2014;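 active = mean inhibition across replicates of 30% or more, regardless of how many single replicates reach that level; inconclusive = mean under 30% yet at least half of replicates reach 30%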;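 note: positive control wells lacked labelled fibronectin entirely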
#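 Material: AH1F fibroblast monolayer depositing Alexa488-labelled fibronectin into matrix | Input: 10000 AH1F cells/well | Medium: DMEM plus 2% serum, read in PBS | Reagent: Alexa488-fibronectin, 24 nM final in well | Compound dosing: One dose per compound, pinned | Schedule: 1 h adhesion, overnight exposure | Measured by: Fluorescence at 485 nm excitation, 525 nm emission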
# PAX8 reporter = inhibitors of PAX8-driven TPO luciferase reporter, primary screen, RMG-I cells, single concentration; SteadyGlo, 24 h; inhibition, % at 12.6 µM; 1.2% of 360,000 active; AID 652154, 2013;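 active = mean replicate inhibition at least 60% with every replicate also reaching 60%; inconclusive = only one of the two criteria is met; inactive = mean below 60% and not all replicates reaching 60%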;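 note: luciferase light reporting Pax8 driven TPO promoter activity; plate controls were median of neutral control wells for no effect and mitoxantrone controls for full effect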
# DENV2 CPE rescue = inhibitors of DENV2 cytopathic effect, primary screen, cell-based, plate reader, single concentration; DENV2-infected cells, cytopathic effect rescue; CPE inhibition, % at 9.99 µM; 1.7% of 350,000 active; AID 651640, 2012; in the data active = CPE inhibition above about 20%, passing the limit was not always enough; inconclusive = no clear call, values can overlap the other calls; tested in BHK-21 cells;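 note: 0% = median of neutral control wells and 100% = median of positive control wells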
# EWS-Fli inh = EWS/Fli-driven NR0B1 reporter inhibitors, primary screen, A673 cells, NR0B1 luciferase, luminescence, MLPCN library. viability-normalised. 0.67% of 350,000 active. inhibition, % at 12.6 µM;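 active = mean inhibition of at least 50% after viability correction, with every replicate also passing that limit; inconclusive = mean reaches 50% but only one of two replicates passes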;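 note: firefly luciferase signal divided by Alamar Blue viability fluorescence both relative to DMSO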
# GSIS activator = GLuc luminescence reporter in INS-1E cells, primary screen for activators of glucose-dependent secretion of insulin; 0.61% of 370,000 active; activation, % at 16.6 µM; INS-1E GLuc reporter insulin secretion, 2-3 h;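 active = lowest replicate activation of at least 40%, so every replicate reaches that level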;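 note: 0% = median of neutral control wells and 100% = median of IBMX positive control wells; some compounds called inactive have numbers as strong as hits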
# miR-122 sensor = miR-122 Renilla sensor signal increase in Huh7, primary screen, miR-122 inhibitor project, cell-based, single point, plate reader | activation (reporter increase), % at 12.5 µM | AID 602342, 2012 | 0.3% of 340,000 active | Huh7 miR-122 Renilla luciferase sensor, 48 h; neutral wells = 0, positive control = 100;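 active = mean replicate activation score at least 90 and every replicate individually at or above 90; inconclusive = only one of the two criteria met; inactive = neither criterion met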;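 note: higher luciferase means less miR-122 activity so hits act as miR-122 inhibitors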
# An asterisk follows results filed as active; ? = inconclusive; . = no result given; & = joins results of further samples; [ ] = another dose, or the depositor's remark. No enrichment for hits (roughly 3.9% active in at least one column).
No.	SMILES	F508del corr	FN deposition inh	PAX8 reporter	DENV2 CPE rescue	EWS-Fli inh	GSIS activator	miR-122 sensor
1	Clc1ccc2nc(-c3ccccc3)c(CC3CCCCC3)n2c1	2.7	-6	-23	-4	-11	.	-6
2	Cc1ccc(C)c(N2CCN(C(=O)Cc3ccc(NC4=NC5CS(=O)(=O)CC5S4)cc3)CC2)c1 (stereo not drawn)	-4.7	3	26	-2	-12	.	-6
3	OCc1cc(CO)c(O)c(CCc2ccccc2)n1	.	5	-4	.	.	.	4
4	N#Cc1cccc(NC(=O)CNc2cc(S(=O)(=O)N3CCOCC3)ccc2N2CCCC2)c1	5.6	-5	11	-1	0	1	26
5	Cc1ccc(N(C(=O)Cc2cccs2)C(C(=O)NC2CCCC2)c2ccncc2)cc1 (stereo not drawn)	-1.6	.	14	.	12	12	.
6	COc1ccc(CC2(CO)CCN(Cc3cccc(OC)c3OC)CC2)cc1	-0.5	7	12	13	7	8	1
7	O=C(N/C(=C/c1ccccc1Cl)C(=O)N1CCCCC1)c1ccco1	0.5	1	8	6	-2	2	16
8	CC(NC(=O)CC(O)(C(F)(F)F)C(F)(F)F)c1ccccc1 (stereo not drawn)	0.0	.	.	-4	6	9	.
9	COc1ccc(NC(=O)N(C)C[C@H]2Oc3ccc(NC(=O)Cn4cnnn4)cc3C(=O)N([C@@H](C)CO)C[C@@H]2C)cc1	-0.9	.	.	5	2	13	-5[16.7 µM]
10	CCOCCCNC(=S)N(Cc1ccco1)Cc1cc2cc3c(cc2[nH]c1=O)OCCO3	0.7	12	18	1	3	1	.
11	COc1cccc(/C=N/Nc2cc(C)nc(-c3ccccc3O)n2)c1O	0.9	17	90*	-5	4	-2	.
12	CN1c2ccc(-c3ccccc3F)cc2[C@H]2[C@H](CCN2S(=O)(=O)c2ccccc2)[C@H]1CO	2.0	-9	-18	-5	-6	-3	73[16.7 µM]
13	CC1CCCN(Cc2c(O)ccc3c(=O)c(-c4nc5ccccc5s4)c(N)oc23)C1 (stereo not drawn)	.	11	.	.	.	-28	-2
14	CC1C(=O)C(C)(C)C(=O)OC1c1ccc([N+](=O)[O-])cc1 (stereo not drawn)	-1.2	0	12	6	-8	-3	.
15	COc1ccc(NS(=O)(=O)c2cc(NC(=O)CC3CCCC3)ccc2N2CCOCC2)cc1	-2.9	10	18	-1	13	-20	.
16	COc1ccccc1C(=O)NCC(=O)N/N=C/c1cc(Br)ccc1OC(=O)/C=C\c1ccco1	.	4	22	.	.	7	-1
17	COC(=O)c1cc(S(=O)(=O)NCC2CCN(C(=O)C(=O)c3cccs3)CC2)cs1	-1.7	-9	23	13	9	.	.
18	COC(=O)c1cccc(NC(=O)CSc2nc(O)c(-c3ccccc3)c(=O)[nH]2)c1	-2.4	0	9	0	-1	-2	0
19	CCOc1ccccc1N(CC(=O)NC1CCCCC1)C(=O)CCC(=O)Nc1nccs1	0.1	-2	2	-5	3	-13	.
20	Oc1ccc(N=Cc2ccc(OCc3ccccc3)cc2)cc1	-2.1	-4	-92	11	-63	-5	-5
21	Cc1ccc(-n2c(SCC(=O)O)nc3sc4c(c3c2=O)C(C)CCC4)cc1 (stereo not drawn)	-1.6	-1	-27	7	4	7	-1
22	COC(=O)C(C)Oc1ccc2c(c1)O/C(=C\c1ccco1)C2=O (stereo not drawn)	-0.8	7	-14	-2	5	23	-5
23	O=C1C(N2CCOCC2)=C(n2nnc3ccccc32)C(=O)c2ccccc21	.	13	83*	.	.	.	-18
24	COc1ccc(NC(=O)CN(C)C(=O)C2CC(=O)N(CCc3ccc(OC)c(OC)c3)C2)cc1 (stereo not drawn)	1.2	8	-21	-3	-1	-3	-4
25	CN(C)CC(=O)N[C@H]1CC[C@@H](CC(=O)NCc2ccccc2F)O[C@H]1CO	-1.4	.	-2	-1	-10	16	.

# Next results follow.
No.	SMILES	F508del corr	FN deposition inh	PAX8 reporter	DENV2 CPE rescue	EWS-Fli inh	GSIS activator	miR-122 sensor
26	Cc1ccc(C(=O)N2CCN(c3ccccc3Cl)CC2)cc1[N+](=O)[O-]	-0.5	4	14	5	-2	0	11
27	CC=Cc1ccc2n(c1=O)C[C@@H]1[C@@H](CO)[C@H](C(=O)NC3CCCC3)[C@H]2N1C(=O)c1cnccn1 (mixture of isomers)	-0.4	.	-10	3	-11	0	.
28	COc1ccc(C(c2nnnn2C2CCCC2)N2CCN(C(=O)c3ccco3)CC2)cc1OC (stereo not drawn)	0.9	6	0	1	3	-5	.
29	C[C@@H]1CN([C@@H](C)CO)C(=O)c2cccc(N(C)C)c2O[C@@H]1CN(C)S(=O)(=O)c1ccc(Cl)cc1	1.3	.	-15	-7	0	14	-3[16.7 µM]
30	COc1ccc(-c2nnc(SCC(=O)NC3CCCCC3)n2N)cc1	1.0	0	-17	4	0	-19	.
31	Cc1onc(-c2ccccc2)c1-c1nnc(COC(=O)c2ccc(N(C)C)cc2)o1	1.7	3	2	2	9	-16	-3
32	COC(=O)c1cc(=O)n2c(sc3ccccc32)c1C#N	-1.4	6	-9	11	1	1	.
33	COc1ccc(NC(=O)C(OC(=O)Cn2cnc3c2c(=O)n(C)c(=O)n3C)c2ccccc2)cc1Cl (stereo not drawn)	1.1	4	-28	-10	-30	.	?
34	C/C(=N/NC(=O)COc1ccc(C(C)(C)C)cc1)c1ccc(N2CCOCC2)cc1	0.9	.	-21	4	-12	.	1
35	Cc1c(C(=O)C(=O)NCc2ccco2)c2ccccc2n1C	.	2	-6	-5	4	-11	.
36	Cc1cc(C)n(CCN(C)C(=O)C2CCC(=O)N(CCc3cccc(F)c3)C2)n1 (stereo not drawn)	1.4	8	1	-4	-12	13	.
37	COc1ccc(/C=C(\NC(=O)c2ccco2)C(=O)N2CCCCC2)cc1	-0.7	-2	-1	-2	-2	19	.
38	CO[C@H]1CN(C)C(=O)c2cc(NC(=O)c3ccc(F)cc3)ccc2OC[C@@H](C)N(C(=O)CC2CC2)C[C@@H]1C	1.0	-9	.	.	8	5	-2[16.7 µM]
39	C[C@H](O)C#Cc1ccc2c(c1)O[C@@H](CN(C)C(=O)CN(C)C)[C@H](C)CN([C@@H](C)CO)S2(=O)=O	1.3	.	.	5	-5	12	-3[16.7 µM]
40	COC(=O)C1=C(C)N(Cc2cccc(C(F)(F)F)c2)C(=NCC2CC2)NC1c1cccc(C(F)(F)F)c1 (stereo not drawn)	-0.9	4	89*	-11	45	420*	.
41	COc1ccc(-c2nc3ccccc3c(=O)n2CCOc2c(C)cccc2C)cc1	-0.1	2	18	.	-1	-2	11
42	CC12C=CC(=O)C=C1CCC1C2CCC2(C)C(C(=O)CO)CCC12 (stereo not drawn)	1.3	-6	15	-3	12	-21	-10
43	O=C(N/N=C/c1ccc([N+](=O)[O-])o1)c1cccc(S(=O)(=O)N2CCOCC2)c1	-1.4	.	10	-6	13	5	.
44	COc1ccc(CCNC(=O)COc2ccc3c(C)cc(=O)oc3c2)cc1	-3.7	3	5	2	7	-5	.
45	Cc1noc(C)c1S(=O)(=O)Nc1ccc2c(c1)CC(=O)N([C@@H](C)CO)C[C@H](C)[C@H](CN(C)S(=O)(=O)c1c(C)noc1C)O2	5.3	.	-8	14	29	7	-7[16.7 µM]
46	CCCc1c(C(=O)Nc2cc(C)on2)cnn1-c1ccccc1	0.0	-11	16	5	-3	6	-2
47	COc1ccccc1NC(=O)CSc1nnnn1C1CCCCC1	0.1	-3	-88	?	-12	8	1
48	C[C@@H]1CN([C@@H](C)CO)C(=O)Cc2cc(NC(=O)NC3CCCCC3)ccc2O[C@H]1CN(C)C(=O)Nc1ccc2c(c1)OCO2	-0.5	.	-3	-4	-5	-2	4[16.7 µM]
49	C[C@H]1CCCCO[C@@H](CN(C)C(=O)Nc2ccc(F)cc2)[C@@H](C)CN([C@@H](C)CO)C(=O)c2cc(N(C)C)ccc2O1	1.9	.	11	.	-9	-5	-1[16.7 µM]
50	Cc1cc([N+](=O)[O-])nn1CCCC(=O)Nc1ccc2c(c1)OCO2	3.6	-6	0	11	.	3	.

# Some entries already given, limited to PAX8 reporter:
No.	compound	PAX8 reporter
47	COc1ccccc1NC(=O)CSc1nnnn1C1CCCCC1	-88
48	C[C@@H]1CN([C@@H](C)CO)C(=O)Cc2cc(NC(=O)NC3CCCCC3)ccc2O[C@H]1CN(C)C(=O)Nc1ccc2c(c1)OCO2	-3

# (continued)
No.	SMILES	F508del corr	FN deposition inh	PAX8 reporter	DENV2 CPE rescue	EWS-Fli inh	GSIS activator	miR-122 sensor
51	O=C(Nc1cccc(NC(=O)c2ncn[nH]2)c1)c1cccc(Cl)c1	-0.1	-12	4	2	10	11	6
52	CCC(=O)c1ccc(OCCn2cnc3ccccc32)cc1	-2.6	-7	-37	-2	-12	-11	.
53	CC(C)CC(NC(=O)C1CCC(C)CC1)C(=O)NCc1ccccn1 (stereo not drawn)	.	2	12	.	.	.	-5
54	CC(C)(C)c1ccc(C(=O)NCc2nnc(SCC(=O)NC3CCCCC3)o2)cc1	0.6	1	.	-6	9	.	-6
55	Cc1ccc(NC(C)C(=O)N/N=C/c2ccc([N+](=O)[O-])s2)cc1 (stereo not drawn)	-2.3	1	3	3	4	-2	6
56	O=C(N/N=C/c1ccc2cccnc2c1)c1ccco1	.	.	-41	-5	-45	10	-6
57	COc1cc(NC(=O)c2ccccc2[N+](=O)[O-])ccc1NC(=O)C(C)C	-2.3	-2	17	-13	-2	0	-12
58	Cn1c(C(=O)NCCN2CCOCC2)cc2c(=O)n3ccccc3nc21	0.6	0	-27	-5	-20	6	-3
59	CCc1cc(Cn2nc(-c3ccccc3)cc2C(=O)O)on1	-1.1	4	11	-3	-6	5	.
60	CN(c1ccccc1)S(=O)(=O)c1cccc(C(=O)NCCc2ccc(O)c(O)c2)c1	-0.2	6	14	6	37	.	.
61	CCOC(=O)c1c(CN2CCCCC2)oc2ccc(OC)cc12	-4.3	8	15	-1	-3	17	12&0
62	Cn1c(=O)c2c(nc3n2CC(COc2ccccc2)O3)n(C)c1=O (stereo not drawn)	-1.9	-2	34	-1	-1	-9	3
63	NC(=O)c1ccsc1NC(=O)COC(=O)[C@@H]1CCCN1C(=O)c1cccs1	-6.8	4	-4	122*	-16	-7	.
64	O=C(NN=C1CCN(Cc2ccccc2)CC1)c1cc(Br)ccc1O	0.6	-23	-7	16	4	-2	.
65	COC(=O)c1cc(NC(=O)c2ccc([N+](=O)[O-])cc2)c(=O)oc1C	-0.5	-8	-4	-2	-9	-18	-8
66	O=c1nc2n(c3ncccc13)CCCCC2	0.6	-8	-4	-3	-7	17	-6
67	COc1ccc(-c2cc(=O)oc3c(C)c(OCC(=O)NCC4CCC(C(=O)O)CC4)ccc23)cc1 (stereo not drawn)	-2.5	.	.	-8	13	2	-2
68	Cc1cc(C)c2cc3c(N)c(C(=O)N4CCOCC4)sc3nc2c1	3.2	11	-120	8	-88	-7	.
69	Cc1cc(C(=O)CN2C(=O)NC(CC(C)C)C2=O)c(C)n1C1CC1 (stereo not drawn)	-1.0	.	-70	13	-79	-1	-3
70	O=C(CNC(=O)c1ccccc1F)N/N=C/c1cccnc1	2.6	-6	-23	-2	.	-2	.
71	CC1(c2ccc3ccccc3c2)NC(=O)N(CC(=O)Nc2ncccc2O)C1=O (stereo not drawn)	3.8	1	3	-2	-3	8	.
72	Cc1ccc(C(=O)NC(c2ccccc2)C(Cl)Cl)cc1 (stereo not drawn)	.	3	-16	.	.	-14	-5
